Source: PubChem BioAssay
Sm TGR block: blocks Schistosoma mansoni thioredoxin glutathione reductase | hit rate 3% among 360,000 | Q962Y6 | purified TGR, DTNB reduction, TNB absorbance 405 nm | Potency, µM (series often up to 114 µM), for the others: at the top dose activity change, negative = inhibition, most hits filed as inhibitors; also: potency is read from the fitted curve at half-maximal effect; nearly all actives have a fitted effect of over 60% in size
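Kinetic colorimetric format: TGR-catalysed, NADPH-driven DTNB reduction monitored via TNB absorbance. Enzyme dispensed at 20 nM; compound exposure 15 min at room temperature before reaction start.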
AmpC detergent: inhibitors of E. coli AmpC beta-lactamase with detergent | Potency, µM (top dose mostly 114 µM), for inactives: at the top dose activity change, negative = inhibition, most hits filed as inhibitors | AmpC hydrolysis of nitrocefin, absorbance 480 nm, 0.01% Triton | hit rate 0.041% among 370,000 | P00811;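 also: potency is read from the fitted curve at half-maximal effect; 0% = no-compound wells and -100% = no-enzyme wells; nearly all actives have a fitted effect of over 25% in size; some results filed as inactive show a strong effect at the top dose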
Target sequence (P00811 whole entry, looked up): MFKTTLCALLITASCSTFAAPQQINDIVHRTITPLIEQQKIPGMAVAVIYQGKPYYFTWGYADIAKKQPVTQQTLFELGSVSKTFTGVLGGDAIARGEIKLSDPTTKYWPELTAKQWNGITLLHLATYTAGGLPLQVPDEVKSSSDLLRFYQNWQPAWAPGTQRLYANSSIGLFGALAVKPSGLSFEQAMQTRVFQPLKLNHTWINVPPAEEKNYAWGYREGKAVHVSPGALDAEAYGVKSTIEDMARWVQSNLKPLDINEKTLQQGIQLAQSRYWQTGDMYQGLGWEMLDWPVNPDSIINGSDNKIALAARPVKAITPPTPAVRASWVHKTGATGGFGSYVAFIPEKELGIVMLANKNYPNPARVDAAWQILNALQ
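AmpC (5.3 nM in the dispensed reagent) in 20 mM phosphate pH 7.0 with 0.01% (detergent screen) or 0.0001% Triton X-100 was preincubated with compounds for 15 min at room temperature. Nitrocefin was then added from an 800 uM solution, and hydrolysis was followed at 480 nm.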
Giardia FBPA inh: Giardia lamblia aldolase inhibition; A8B2U2; purified Giardia FBPA; Potency, µM (doses to about 59.6 µM), without a hit: top-dose activity, negative = inhibition, hits mostly inhibitors; hit rate 0.71% among 290,000; also: potency is read from the fitted curve at half-maximal effect; nearly all actives have a fitted effect of over 55% in size
Target sequence (A8B2U2 whole entry, looked up): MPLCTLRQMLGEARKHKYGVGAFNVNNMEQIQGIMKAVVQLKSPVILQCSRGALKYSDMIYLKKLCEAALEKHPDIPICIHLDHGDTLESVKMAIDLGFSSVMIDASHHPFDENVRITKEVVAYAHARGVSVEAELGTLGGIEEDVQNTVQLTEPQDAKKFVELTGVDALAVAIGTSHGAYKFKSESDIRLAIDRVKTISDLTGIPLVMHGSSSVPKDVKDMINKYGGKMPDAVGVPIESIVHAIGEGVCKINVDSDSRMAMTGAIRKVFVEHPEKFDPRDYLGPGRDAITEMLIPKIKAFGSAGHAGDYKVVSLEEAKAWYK
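40 nM FBPA preincubated 10 min at RT with compound (up to 57.5 uM final), then substrate plus GAPDH/TPI/NAD/arsenate coupling and diaphorase/resazurin added. Fluorescence read after 20 min at RT, 525/598 nm.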
AMA1-RON2 inh: disrupts binding of P. falciparum AMA1 to RON2 | AlphaScreen AMA1-biotinylated RON2 peptide binding | Potency, µM (series often up to 58.2 µM), for inactives: top-dose activity change, negative = inhibition, hits mostly inhibitors | hit rate 0.2% among 360,000;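 also: potency is read from the fitted curve at half-maximal effect; 0% = vehicle wells and -100% = peptide control; nearly all actives have a fitted effect of over 45% in size; some results filed as inactive show a strong effect at the top dose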
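AMA1 (3D7) with his tag at 25 nM final met compounds first, then biotinylated RON2 peptide at 25 nM; detection used donor plus acceptor beads, 10 µg/mL apiece, read by AlphaScreen after 30 min at room temperature.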
HCV inhibitor: blocks hepatitis C virus; Huh7.5.1 HCVcc-Cre infection, luciferase reporter, 44 h; Potency, µM (series often up to 41.8 µM), inactives show top-dose activity change, negative = inhibition, usual class: inhibitors; hit rate 3.4% among 340,000; AID 651820; also: potency is read from the fitted curve at half-maximal effect
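Cells (1,000/well) were plated 4 h before compound, then infected with HCVcc-Cre virus (~0.5 moi). After 44 h further culture, infection was read as luciferase luminescence following a 15 min substrate incubation at room temperature.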
HCMV inh: inhibitors of human cytomegalovirus. HFF cells, HCMV-luciferase reporter, 72 h; active compounds read low. activity change, negative = inhibition, % at 57.5 µM. hit rate 4.5% among 410,000. AID 1259415; in the data active = activity change below about -60%; inconclusive = no clear call, values can overlap the other calls; inactive = above about -39%
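Two compound doses tested in HFFs infected with HCMV-luciferase, MOI 1 PFU/cell, 72 h at 37C. Lysate luminescence read with OneGlo; data normalized against buffer-only and 10uM Salinomycin inhibitor controls.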
The depositor's hits bear a star; ? = inconclusive; . = no result given; & = joins results of further samples; [ ] = dose if it differs, or a comment. Unless noted, calls follow the shape of the dose curve; as a rule, active = well fitted curve in the direction sought with a large enough effect; inconclusive = small, poorly fitted or top-dose-only effect, or another doubt; inactive = no such curve, though single readings can be large; an effect the other way counts as inactive or inconclusive. Unless noted, % is scaled to controls: 0 for no effect and ±100 for the full control effect.

#1 CCCC1C(=O)Nc2ccccc2N1C(=O)c1cccc(C)c1 (configuration not stated)
#2 O=C(Nc1ccc(F)cc1)c1cc(-c2ccccn2)nc2c(Cl)cccc12
#3 COc1ccc(-n2ncc3c(NCC4CCCO4)ncnc32)cc1 (configuration not stated)
#4 O=C1C=CC(=O)C(C2=C3C(=O)N(CCc4ccccc4)CC(=O)N3CCC2)=C1
#5 CCCCN(C(=O)c1c(C)noc1C)c1c(N)n(CCC)c(=O)[nH]c1=O
#6 COc1cccc(C(=O)Nc2ccccc2N2CCN(C(=O)c3ccccc3)CC2)c1
#7 CC(C)CNS(=O)(=O)c1cc(C(=O)OC2CCOC2=O)c(Cl)cc1Cl (configuration not stated)
#8 Clc1ccc(/C=N/Nc2nn[nH]n2)cc1

Assay by compound	1	2	3	4	5	6	7	8
AMA1-RON2 inh	12%	-2%	3%	-6%	-2%	-7%	13%	2%
HCMV inh	-22	?	.	-99*	-12	-6	?	-23
AmpC detergent	0%	-2%	?	?	?	.	-4%	?
Sm TGR block	-8%	-19%	-18%	0.28µM*	-15%	.	5%	0%
HCV inhibitor	-11%	-22%	?	?	12%	?	14%	6%
Giardia FBPA inh	-6%	-2%	-3%	18µM*	.	.	4%	?

#9 CCN1CCN(C(=O)Cn2ncc3c2-c2ccccc2OC3)CC1
#10 COc1cc(C)ccc1OCc1cc(C(=O)NCCN2CCCC(O)C2)no1 (configuration not stated)
#11 CN(C)S(=O)(=O)c1ccc(C(=O)OCc2nnc(-c3ccccc3)o2)cc1
#12 COC(=O)c1c(C)n(-c2ccc(OC)cc2)c2ccc(O)cc12
#13 O=C1OC[C@H](Cc2ccc3c(c2)OCO3)/C1=C\c1ccc2c(c1)OCO2
#14 O=C(CSc1nnc(-c2ccc(S(=O)(=O)N3CCCC3)cc2)o1)NCc1ccco1
#15 NS(=O)(=O)c1ccc(CNC(=O)/C=C/c2ccccc2[N+](=O)[O-])cc1
#16 S=C(NC1CCCCC1)N1CCN(C2CCCCC2)CC1

Assay by compound	9	10	11	12	13	14	15	16
AMA1-RON2 inh	-8%	5%	6%	-3%	-14%	35%[activator]	-5%	-16%
HCMV inh	18	19	-23	-38	.	-7	29	19
AmpC detergent	-12%	?	-3%	1%	-5%	?	4%	-6%
Sm TGR block	-12%	4%	0%	-25%	-1%	45µM*	5%	10%
HCV inhibitor	3%	-21%	-23%	11µM*	?	4%	-5%	-15%
Giardia FBPA inh	4%	-2%	1%	-22%	.	-2%	-4%	1%

#17 CCc1cc2c(NCCO)ncnc2s1
#18 CCCS(=O)(=O)c1nc(S(=O)(=O)c2ccc(C)cc2)c(NCc2ccccc2)s1
#19 O=C(Cc1ccccc1)NCCC1=CCCCC1
#20 CC1CN(C(=O)CCNS(=O)(=O)c2ccc(Br)cc2)CC(C)O1 (configuration not stated)
#21 CCOC(=O)c1[nH]c2ccccc2c1NC(=O)c1ccc(OC)c(OC)c1
#22 COc1ccccc1S(=O)(=O)Cc1ccc(C(=O)N2CCCC2)o1
#23 COc1ccc(S(=O)(=O)N2CCOC2CNC(=O)C(=O)NCc2ccccn2)cc1 (configuration not stated)
#24 CCOC(=O)c1nc(N)sc1C(=O)OCC

Assay by compound	17	18	19	20	21	22	23	24
AMA1-RON2 inh	30%	.	7%	0%	.	0%	53%[activator]	39%[activator]
HCMV inh	?	-39	4	-15	53	40	26	34
AmpC detergent	-6%	1%	?	?	-4%	?	.	0%
Sm TGR block	-21%	-1%	0%	8%	-10%	0%	.	11%
HCV inhibitor	-14%	.	3%	16%	.	4%	2%	18%
Giardia FBPA inh	-1%	.	2%	.	.	2%	.	-1%

Sorted by SMILES length (low to high): some entries from above.
#19 O=C(Cc1ccccc1)NCCC1=CCCCC1
#5 CCCCN(C(=O)c1c(C)noc1C)c1c(N)n(CCC)c(=O)[nH]c1=O
#14 O=C(CSc1nnc(-c2ccc(S(=O)(=O)N3CCCC3)cc2)o1)NCc1ccco1

Assay by compound	19	5	14
AMA1-RON2 inh	7%	-2%	35%[activator]
HCMV inh	4	-12	-7
AmpC detergent	?	?	?
Sm TGR block	0%	-15%	45µM*
HCV inhibitor	3%	12%	4%
Giardia FBPA inh	2%	.	-2%

Going on with the list.
#25 O=C(CCN1CCN(c2ccccc2F)CC1)c1ccc(Br)cc1
#26 Cc1nc(-c2c(C(F)(F)F)noc2-c2ccc(O)cc2O)cs1
#27 OC[C@H]1O[C@@H](n2cnc3c(NC4CCCC4)ncnc32)[C@H](O)[C@@H]1O
#28 Cc1cccc(NC2SC(=O)N(c3ccccc3)C2=O)c1 (configuration not stated)
#29 O=c1c2ccccc2nc(/C=C/c2ccccc2)n1-c1ccccc1O
#30 CC1Cc2ccccc2N1C(=O)Cn1cnc2ccccc2c1=O (configuration not stated)
#31 CCOc1ccc(NC(=O)CSc2nnnn2CC(=O)O)cc1
#32 COc1ccc(C2CC(c3ccccc3)=NN2C(=O)c2ccc(F)cc2)cc1 (configuration not stated)

Assay by compound	25	26	27	28	29	30	31	32
AMA1-RON2 inh	-2%	-18%	0%	13%	7%	-4%	1%	-5%
HCMV inh	.	-90*	12	8	-95*	-13	-24	-13
AmpC detergent	0%	-13%	?	-5%	-1%	2%	-1%	6%
Sm TGR block	0%	-29%	7%	-5%	-12%	-14%	-18%	-1%
HCV inhibitor	8%	?	0%[8.37 µM]	1%	-28%	5%	0%	14%
Giardia FBPA inh	-2%	3%	-19%	5%	-6%	4%	5%	2%

#33 CC1CCCN(c2ccc(C(=O)Nc3nnc(C4CC4)s3)cc2[N+](=O)[O-])C1 (configuration not stated)
#34 CC(=O)Nc1ccc2c(c1)Cc1c-2cc(Cl)c(NC(C)=O)c1Cl
#35 Cc1ccc(C(=O)c2cn(Cc3ccccc3)c3nc(C)ccc3c2=O)cc1
#36 CCC1CCCCN1C(=O)c1ccc2c(c1)N(Cc1cccc(Cl)c1)C(=O)c1ccccc1S2(=O)=O (configuration not stated)
#37 Fc1ccc(C2CC(c3ccccc3)Nc3ncnn32)cc1 (configuration not stated)
#38 COC(=O)C(CC(C)C)NC(=O)CNC(=O)c1ccccc1C (configuration not stated)
#39 COC(=O)c1ccc(NC(=O)C[n+]2ccccc2)cc1
#40 CNC(=O)c1c[nH]c2ccc(S(=O)(=O)Nc3cccc(Cl)c3C)cc2c1=O

Assay by compound	33	34	35	36	37	38	39	40
AMA1-RON2 inh	-3%	14%	.	.	2%	10%	0%	.
HCMV inh	-27	118	-73*	21	7	-15	19	70
AmpC detergent	2%	.	12%	17%	?	-7%	4%	0%
Sm TGR block	-9%	.	9%	3%	2%	-2%	-25%	-24%
HCV inhibitor	1%	?	.	.	14%	-3%	10%	.
Giardia FBPA inh	4%	.	.	.	0%	1%	-25%	.

#41 COc1ccc(-c2cncnc2-c2ccc(OC)cc2O)cc1
#42 CC(C)CN1CCC(=O)N([C@H](CO)c2ccccc2)CC1
#43 CC1CCC(NC(=S)NCCN(C)C)CC1 (configuration not stated)
#44 CSc1ccc(C#N)cc1NC(=O)c1cccnc1Cl
#45 Cc1ccc2c(c1)N(CC(=O)N1CCCC1)C(=O)c1cccnc1O2
#46 CCn1c(SCC(=O)N2CCCCCC2)nc2ccccc2c1=O
#47 CC1=C(C(=O)Nc2ccccc2)C(c2ccc3c(c2)OCO3)C2=C(CCCC2=O)N1 (configuration not stated)
#48 COCCCNC(=O)c1cc(-c2cccnc2)nc2ccccc12

Assay by compound	41	42	43	44	45	46	47	48
AMA1-RON2 inh	-3%	7%	5%	-9%	-5%	6%	-14%	6%
HCMV inh	-64*	-1	-16	?	9	-28	-24	19&3
AmpC detergent	-5%	-8%	-10%	-11%	?	-6%	-8%	-7%&6%
Sm TGR block	0%	-2%	-7%	9%	-1%	-12%	-19%	-1%&-2%
HCV inhibitor	-26%	1%	-7%	11%	7%	-16%	5%	4%
Giardia FBPA inh	2%	3%	?	3%	.	0%	-16%	0%

#49 COc1ccc(N2CCN(Cc3cc(=O)oc4cc(C)c(Cl)c(C)c34)CC2)cc1
#50 Cc1nc2nc(C)c(CCC(=O)N3CCN(c4ccccc4)CC3)c(C)n2n1
#51 CCN(CC)C(=O)CCCSc1nnc(Nc2ccccc2F)s1
#52 COc1cccc(C(c2ccccc2)N2C3CCC2CN(S(=O)(=O)c2ccc(F)cc2)CC3)c1 (configuration not stated)
#53 O=C(NCc1nc2ccccc2[nH]1)C1=C[C@H](c2ccccc2)C[C@H](OCCCCO)O1
#54 FC(F)(F)Oc1ccc2c(c1)NC(c1ccncc1)=NC(c1cccs1)=N2
#55 CCOC(=O)c1cccc(NC(=O)c2cc(C)nn2-c2ccccc2)c1
#56 COC(=O)c1ccccc1OCC(=O)N1CCN(c2ccc(F)cc2)CC1

Assay by compound	49	50	51	52	53	54	55	56
AMA1-RON2 inh	-21%	7%	-14%	-3%	30%	.	1%	0%
HCMV inh	-21	15	55	-18	-9	17	-26	30
AmpC detergent	?	3%	6%	2%	-1%	1%	0%	3%
Sm TGR block	-27%	-9%	1%	7%	1%	-5%	-8%	11%
HCV inhibitor	2%&-7%	0%	-14%	-8%	11%	.	11%	?
Giardia FBPA inh	-10%	2%	-9%	.	5%	.	2%	3%

Next part, overlapping the part above by 4 compounds.
#53 O=C(NCc1nc2ccccc2[nH]1)C1=C[C@H](c2ccccc2)C[C@H](OCCCCO)O1
#54 FC(F)(F)Oc1ccc2c(c1)NC(c1ccncc1)=NC(c1cccs1)=N2
#55 CCOC(=O)c1cccc(NC(=O)c2cc(C)nn2-c2ccccc2)c1
#56 COC(=O)c1ccccc1OCC(=O)N1CCN(c2ccc(F)cc2)CC1
#57 O=C(COc1ccccc1)N1CCN(c2nnc(-c3ccccc3)c3ccccc23)CC1
#58 CC1=C/C(=N\Nc2ccccc2[N+](=O)[O-])CC(C)(C)C1
#59 O=C(O)CSCc1nc2ccccc2[nH]1
#60 Cc1ccc(C)c(Cn2c(C3CC(=O)N(c4ccccc4C)C3)nc3ccccc32)c1 (configuration not stated)
#61 COC(=O)c1ccc2nc(-c3ccc(S(C)(=O)=O)cc3)cn2c1
#62 COc1ccc(S(=O)(=O)N2CCN(Cc3cccnc3)CC2)cc1

Assay by compound	53	54	55	56	57	58	59	60	61	62
AMA1-RON2 inh	30%	.	1%	0%	3%	3.5µM*	-1%	.	5%	-3%
HCMV inh	-9	17	-26	30	?	59	-3	-15	8	11
AmpC detergent	-1%	1%	0%	3%	-13%	-7%	?	-5%	?	1%
Sm TGR block	1%	-5%	-8%	11%	-6%	-9%	0%	-11%	-2%	-16%
HCV inhibitor	11%	.	11%	?	?	-7%	24%	.	8%	13%
Giardia FBPA inh	5%	.	2%	3%	-1%	1%	?	.	-2%	4%
